GAA inhib: inhibitors of human lysosomal alpha-glucosidase. P10253. purified human GAA, 4-MU-alpha-glucoside fluorescence. Potency, µM (top dose mostly 76.9 µM), for the others: at the highest dose activity change, negative = inhibition, most hits filed as inhibitors. 200,000 tested, 0.005% active. AID 1466;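 also: potency is read from the fitted curve at half-maximal effect; plate controls were uninhibited enzyme wells for no effect and no-enzyme background for full effect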
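AC50 values come from Hill fits of compound titrations (up to 77 uM) against 4 nM human enzyme. Substrate 4-methylumbelliferyl-alpha-D-pyranoside at 400 uM, pH 5.0 citrate buffer, 20 min room temperature; fluorescence Ex 365/Em 440 after alkaline stop.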
GAA glycogen mod: GAA glycogen-cleavage inhibition or activation; Potency, µM (doses to about 76.4 µM), for the others: at the top dose activity change, negative = inhibition, usual class: inhibitors; recombinant GAA, glycogen substrate, Amplex Red glucose oxidase fluorescence; AID 2100; 300,000 tested, 0.38% active;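 also: potency is read from the fitted curve at half-maximal effect; 0% = full enzyme reaction and -100% = no-enzyme basal signal; the screen sought inhibitors and activators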
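Recombinant enzyme (4 nM final) with compounds titrated up to 77 uM and bovine liver glycogen (30 ug) in citrate pH 5.0, 0.01% Tween-20, 37 C 40 min. Released glucose detected by Amplex Red/glucose oxidase (Ex 573/Em 610); AC50 from Hill fits.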
HTT ATP protect: protects HTT-Q103 PC12 cells, measured by ATP; Potency, µM (series often up to 56.4 µM), for the others: cytoprotection (ATP increase), most hits filed as activators; PC12 HTT-Q103 induced, cytoprotection, ATP luminescence, 40 h; 230,000 tested, 0.14% active;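 also: potency is read from the fitted curve at half-maximal effect; % of control where 0% means no effect; nearly all actives have a fitted effect of over 45% in size; toxic huntingtin expression switched on by the ecdysone agonist tebufenozide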
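Readout: ATPlite luminescence (ATP level). Model: stable PC12, inducible Htt exon1 Q103-GFP. Inducer: tebufenozide, 100 nM final. Compounds: dose series. No G418 in medium.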
Lamin A splicing: changes lamin A minigene splicing in HeLa cells | AID 1487 | HeLa LMNA splicing GFP/RFP minigene ratio, 48 h | 200,000 tested, 0.01% active | Potency, µM (titrated, usually from 46.1 µM), for the others: at the top dose ratio change, negative = inhibition, usual class: inhibitors; active = well fitted inhibition curve with a large enough effect in the signal ratio, with a control signal flat, not every such curve was filed as active; inconclusive = small, poorly fitted or top-dose-only effect, or effect the other way, or a change in a side signal; the % refers to the signal ratio; also: potency is read from the fitted curve at half-maximal effect; % is scaled to controls: 0 for no effect and ±100 for the full control effect
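Read-out is the ratio of GFP to DsRed2 object intensity, acquired by 488 nm laser-scanning cytometry on HeLa lamin A-EGFP minigene reporter cells. Compound incubation 48 hrs at 37 °C in Opti-MEM with 2% FBS; DMSO 0.5% final.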
aGlu spleen mod: lysosomal alpha-glucosidase (human) modulation | P10253 | human spleen homogenate, 4-MU-alpha-glucoside fluorescence | Potency, µM (top dose mostly 79.9 µM), for inactives: at the top dose activity change, negative = inhibition, usual class: inhibitors | 240,000 tested, 0.006% active | AID 2112;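 also: potency is read from the fitted curve at half-maximal effect; 0% = enzyme with vehicle and -100% = no enzyme basal signal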
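Enzyme source: human spleen homogenate, 1 ug/well. Buffer 50 mM citric acid/K phosphate pH 5.0, 0.01% Tween-20. 4-MU-alpha-glucoside 1 mM; 37 C x 40 min; NaOH/glycine stop; fluorescence.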
CBFb-RUNX1 inh: inhibitors of human CBF-beta and RUNX1 interaction | 230,000 tested, under 10 active | Potency, µM (doses to about 59.8 µM), inactives show top-dose activity, negative = inhibition, usual class: inhibitors | AlphaScreen CBFb-His/RUNX1-biotin binding, biochemical | Q01196+Q13951; also: % of control where 0% means no effect
Target sequence (Q01196 whole entry, looked up): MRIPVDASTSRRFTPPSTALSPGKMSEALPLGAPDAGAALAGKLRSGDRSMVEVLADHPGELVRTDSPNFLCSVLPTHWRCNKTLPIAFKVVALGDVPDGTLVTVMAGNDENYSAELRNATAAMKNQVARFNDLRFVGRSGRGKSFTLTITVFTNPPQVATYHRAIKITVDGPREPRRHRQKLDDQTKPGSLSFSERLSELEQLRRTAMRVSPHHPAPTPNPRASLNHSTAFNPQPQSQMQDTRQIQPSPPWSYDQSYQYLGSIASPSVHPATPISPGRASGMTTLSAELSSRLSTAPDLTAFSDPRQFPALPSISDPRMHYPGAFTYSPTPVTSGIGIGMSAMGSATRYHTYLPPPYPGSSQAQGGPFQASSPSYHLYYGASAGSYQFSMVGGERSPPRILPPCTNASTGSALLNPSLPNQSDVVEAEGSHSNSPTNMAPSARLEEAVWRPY
Target sequence (Q13951 whole entry, looked up): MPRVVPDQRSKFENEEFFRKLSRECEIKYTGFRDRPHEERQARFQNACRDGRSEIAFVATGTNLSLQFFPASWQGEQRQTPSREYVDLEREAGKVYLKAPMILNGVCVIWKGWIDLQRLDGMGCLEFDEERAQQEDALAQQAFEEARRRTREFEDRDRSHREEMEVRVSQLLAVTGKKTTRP
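CBF-beta (His) and RUNX1 (biotin), 30 nM each; 20 min preassociation; + compound, 15 min; + beads 50 ng each (Ni, streptavidin), 90 min; RT; AlphaScreen read.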
HttQ103 aggreg: reduces HttQ103-GFP aggregates in PC12 cells. PC12 HttQ103-GFP aggregates, Acumen cytometry, 40 h. 220,000 tested, 1.1% active. Potency, µM (titrated, usually from 46.1 µM), for inactives: at the highest dose activity change, negative = inhibition, hits mostly inhibitors; also: potency is read from the fitted curve at half-maximal effect; % is scaled to controls: 0 for no effect and ±100 for the full control effect; nearly all actives have a fitted effect of over 60% in size
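Inducible Q103 Huntingtin exon 1–GFP PC12 line, 1500 cells/well in phenol red free DMEM with 5% equine and 5% calf serum. Tebufenozide 100 nM induced expression; compounds titrated; aggregates quantified by cytometry.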
An asterisk follows results filed as active; ? = inconclusive; nt = no result given; & = joins results of further samples; [ ] = remark or other dose. Unless noted, calls follow the shape of the dose curve; as a rule, active = well fitted curve in the direction sought with a large enough effect; inconclusive = small, poorly fitted or top-dose-only effect, or another doubt; inactive = no such curve, though single readings can be large; an effect the other way counts as inactive or inconclusive.

Start of the data: the first 11 entries, ahead of the listing:
SMILES	GAA inhib	GAA glycogen mod	HTT ATP protect	Lamin A splicing	aGlu spleen mod	CBFb-RUNX1 inh	HttQ103 aggreg
CC(=O)Nc1ccc(Nc2ncnc3c2cnn3-c2cccc(C)c2)cc1	?	1%	-17%[10 µM]	-26%	-5%	8%	-30%
CCOC(=O)Cn1nc(C)n(-c2ccc(Cl)cc2)c1=O	2%	10%	11%[10 µM]	-10%[46 µM]	4%	10%	11%
N#C/C(=C\c1cccc(Oc2ccccc2)c1)C(=O)N1CCOCC1	7%	11%	2%[10 µM]	-5%[46 µM]	0%	7%	-14%[9.22 µM]
Cc1ccc(CNC(=O)NCc2ccccc2)cc1	4%	14%	-1%[10 µM]	nt	8%	-3%	16%
O=C(NCCCc1ccccc1)N1CCOCC1	11%	-5%	28%[10 µM]	-12%[46 µM]	-4%	4%	-11%[9.22 µM]
Cc1ccnc(N2C(=O)C3C4CC(C(Br)C4Br)C3C2=O)c1 (stereo not drawn)	-4%	1%	3%	-1%	-1%	-1%	13%
CCOC(=O)c1ccc(N2C(=O)CC(SCC(N)C(=O)OCC)C2=O)cc1 (stereo not drawn)	?	-2%	-87%[inhibitor][10 µM]	14%	-4%	4%	?
CNCc1ccccc1Sc1cc(O)ccc1O	1%	12%	-5%[10 µM]	-14%	-11%	?	2%
CCCc1nnc(NC(=O)CSc2nc3ccccc3[nH]2)s1	-3%	19%	-6%[10 µM]	nt	-9%	9%	6%
CCn1c(C2CC(=O)N(c3cc(C)cc(C)c3)C2)nc2ccccc21 (stereo not drawn)	-5%	0%	7%	-7%	-2%	7%	-13%
COc1cccc([C@H]2Oc3ccc(OC)cc3/C(=N\OC[C@@H](O)[C@@H]3O[C@@H]4OC(C)(C)O[C@@H]4[C@H]3O)[C@@H]2O)c1	nt	nt	-11%[10 µM]	nt	-3%[17.4 µM]	9%[13.1 µM]	nt

Results, previewed entries included:
SMILES	GAA inhib	GAA glycogen mod	HTT ATP protect	Lamin A splicing	aGlu spleen mod	CBFb-RUNX1 inh	HttQ103 aggreg
CC(=O)Nc1ccc(Nc2ncnc3c2cnn3-c2cccc(C)c2)cc1	?	1%	-17%[10 µM]	-26%	-5%	8%	-30%
CCOC(=O)Cn1nc(C)n(-c2ccc(Cl)cc2)c1=O	2%	10%	11%[10 µM]	-10%[46 µM]	4%	10%	11%
N#C/C(=C\c1cccc(Oc2ccccc2)c1)C(=O)N1CCOCC1	7%	11%	2%[10 µM]	-5%[46 µM]	0%	7%	-14%[9.22 µM]
Cc1ccc(CNC(=O)NCc2ccccc2)cc1	4%	14%	-1%[10 µM]	nt	8%	-3%	16%
O=C(NCCCc1ccccc1)N1CCOCC1	11%	-5%	28%[10 µM]	-12%[46 µM]	-4%	4%	-11%[9.22 µM]
Cc1ccnc(N2C(=O)C3C4CC(C(Br)C4Br)C3C2=O)c1 (stereo not drawn)	-4%	1%	3%	-1%	-1%	-1%	13%
CCOC(=O)c1ccc(N2C(=O)CC(SCC(N)C(=O)OCC)C2=O)cc1 (stereo not drawn)	?	-2%	-87%[inhibitor][10 µM]	14%	-4%	4%	?
CNCc1ccccc1Sc1cc(O)ccc1O	1%	12%	-5%[10 µM]	-14%	-11%	?	2%
CCCc1nnc(NC(=O)CSc2nc3ccccc3[nH]2)s1	-3%	19%	-6%[10 µM]	nt	-9%	9%	6%
CCn1c(C2CC(=O)N(c3cc(C)cc(C)c3)C2)nc2ccccc21 (stereo not drawn)	-5%	0%	7%	-7%	-2%	7%	-13%
COc1cccc([C@H]2Oc3ccc(OC)cc3/C(=N\OC[C@@H](O)[C@@H]3O[C@@H]4OC(C)(C)O[C@@H]4[C@H]3O)[C@@H]2O)c1	nt	nt	-11%[10 µM]	nt	-3%[17.4 µM]	9%[13.1 µM]	nt
O=C(N/N=C/c1coc2ccccc2c1=O)c1cn(-c2ccccc2)nc1-c1ccccc1	-4%	7%	6%[10 µM]	-7%	-20%	0%	3%
Cc1cc(Cl)c(S(=O)(=O)NC(C(=O)O)c2ccccc2)cc1OCC(N)=O (stereo not drawn)	-7%	6%	-5%	5%	-4%	6%	-5%
Cc1nnc(SCC(=O)Nc2cc(-c3cc(C)c(C)cc3C)nn2-c2ccccc2)s1	-4%	-10%	16%[10 µM]	?	1%	-2%	-5%
Cc1ccc(S(=O)(=O)c2nc(S(C)(=O)=O)sc2N(C)C)cc1	9%	3%	15%[10 µM]	3%	-3%	0%	7%
CCNC(=O)c1ccc(C23CC4CC(CC(C4)C2)C3)o1	10%	19%	-32%[inhibitor]	-1%[46 µM]	2%	2%	-14%[9.22 µM]
O=C(NNC(=O)C(c1ccccc1)c1ccccc1)c1ccccn1	-2%	1%	10%[10 µM]	?	6%	?	10µM*
OCc1nnn(-c2ccccc2)c1CO	0%	7%	17%[10 µM]	6%[46 µM]	-6%	15%	-2%[9.22 µM]
COc1ccc(CNC(=S)NC2CCCC2)cc1	1%	-2%	-56%[inhibitor][10 µM]	-7%	1%	-5%	8%
CCCC(=O)n1nc(-c2ccco2)nc1SCc1ccccc1	-2%	4%	-19%[10 µM]	-11%	-5%	-5%	5%
COc1cccc(/C=N/NC(=O)CSc2nnc(C)n2-c2ccccc2)c1OC	6%	5%	-8%	8%[0.0737 µM]	-5%	-1%	10%
CCCC(=O)Nc1cccn(Cc2ccccc2Br)c1=O	-8%	-4%	-5%	10%	-4%	0%	14%
CCCNC(=O)COc1ncnc2sccc12	3%	2%	-8%[10 µM]	-10%[46 µM]	-9%	9%	14%
O=C(Nc1ccccc1N1CCOCC1)c1cc(F)cc(F)c1	1%	4%	16%[10 µM]	nt	-14%	13%	17%
O=C(Cn1nc(-c2ccccc2)ccc1=O)NCc1ccc2c(c1)OCO2	0%	1%	-8%	-1%	-4%	3%	8%
C[C@@H]1CC=C[C@H]2[C@H]1C(=O)N(Cc1ccccc1)[C@H]2c1ccc(Br)cc1F	nt	4%	-1%[10 µM]	nt	5%	17%	-7%[9.22 µM]
Cn1c(C(=O)N2CCN(c3ccc(Cl)cc3)CC2)cc2c(=O)[nH]c3ccccc3c21	5%	6%	-30%	12%	3%	-1%	nt
CCN(CC)CC(=O)N(CC(=O)Nc1c(C)cc(C)cc1C)C1CCCCC1	9%	-3%	-6%[10 µM]	-11%	10%	-2%	-3%
CCC1Oc2ccc(C)cc2N(CC(=O)N(Cc2ccc3c(c2)OCO3)CC2CCCO2)C1=O (stereo not drawn)	-8%	-20%	2%	2%	-17%	-10%	4%
CN1CCN(C(=O)c2ccc3nc(-c4ccccc4)c(-c4ccccc4)nc3c2)CC1	-3%	-4%	-1%	nt	-4%	20%	14%
C=CCNC(=O)C1CC2Cn3c(nc4ccccc43)C2N1C (stereo not drawn)	nt	4%	-6%[10 µM]	nt	-3%	16%	37%[9.22 µM]
CCOC(=O)C1CCN(C(=O)C2CC(=O)N(c3ccc(C)cc3)C2)CC1 (stereo not drawn)	0%	-1%	-18%	-2%	-3%	7%	2%
Cc1ccc(CN2CCN(Cc3cccc(OCCO)c3)CC2CCO)o1 (stereo not drawn)	-2%	21%	2%[10 µM]	6%[46 µM]	-3%	4%	-1%[9.22 µM]
C=CCn1c(=NC(=O)c2cccc(N3C(=O)CCC3=O)c2)sc2cccc(OC)c21	nt	-7%	-6%[10 µM]	nt	-1%	3%	-23%[9.22 µM]
CCOc1ccc2nc(SC(C)C(N)=O)[nH]c2c1 (stereo not drawn)	-14%	5%	-9%	2%	6%	-5%	4%
CCN1C(=O)C2C(C1=O)N1C(c3ccccc3)C3C(=O)N(CC)C(=O)C3N1C2c1ccccc1 (stereo not drawn)	2%	7%	0%	-9%	-1%	1%	5%
Cc1ccc(-c2nn(C)c(=O)c3ccccc23)cc1S(=O)(=O)N1CCCC1	-2%	5%	9%[10 µM]	?	-27%	-1%	10%
Cn1c2ccccc2c2ncn(CCN3CCOCC3)c(=O)c21	5%	6%	-13%	5%	1%	-10%	4%
O=C(COC(=O)c1ccccc1NC(=O)c1ccco1)NCCC1=CCCCC1	-2%	5%	-6%	2%	3%	3%	-26%
O=C(Nc1ccccc1)C1CCN(c2nccs2)CC1	-2%	0%	8%[10 µM]	1%	-13%	-1%	-5%
C(=N\c1nc2ccccc2n1CCN1CCCCC1)/c1cccs1	0%	8%	-12%[0.074 µM]	1%	1%	-5%	-1%
COc1ccccc1OCCOc1ccccc1/C=N/n1cnnc1	-35%	-1%	-23%[1.9 µM]	4%	-7%	0%	-15%
CCN(CC)S(=O)(=O)c1cc(C(=O)NC2CCCCC2)ccc1C	-7%	9%	-49%[inhibitor][10 µM]	?	-7%	-2%	2%
O=C1c2cccnc2C(Nc2cccc(F)c2)N1Cc1ccco1 (stereo not drawn)	-2%	12%	27%[10 µM]	?	-7%	-3%	8%[9.22 µM]
CN1C(=O)NC2(O)C(=O)c3ccccc3C12O (stereo not drawn)	2%	5%	17%[10 µM]	-8%	2%	2%	1%
CN(CCCNC(=O)C1CCC(=O)N1Cc1ccccc1Cl)c1ccccc1 (stereo not drawn)	-1%	-18%	-14%	3%	-10%	-1%	8%
COc1cc(/C=N/NC(=O)c2cn(-c3cccc(C)n3)cn2)ccc1O	-32%	25µM*	-1%	8%[46 µM]	-4%	5%	2%
Cc1cccc(N2CCN(C(=O)CCn3c(=O)[nH]c4ccccc4c3=O)CC2)c1C	2%	0%	-18%	12%	-6%	3%	-19%
Cn1nnnc1SCCNCc1ccccc1OCc1ccc(F)cc1	1%	-9%	nt	nt	-3%	9%	-3%
O=C(NN1C(=O)c2ccccc2C1=O)c1ccc2c(c1)C(=O)N(CC1CCCO1)C2=O (stereo not drawn)	nt	5%	-3%[10 µM]	nt	2%	7%	-14%[9.22 µM]
CCCOC(=O)C1C2C=CC(C3CC23)C1C(=O)OCC(=O)c1ccccc1 (stereo not drawn)	-9%	0%	-4%	-5%	-8%	10%	-31%
CCCCC/C=C\C[C@H](O)/C=C/C=C\C/C=C\CCCC(=O)O	nt	nt	2%&-14%	nt	10%&3%	8%&2%	nt
C/C(=N\NC(=O)c1cc(C)[nH]n1)C(C)(C)C	?	4%	nt	?	-2%	2%	-16%
